Screens as filed in PubChem.
a7 integrin act: integrin-mediated muscular dystrophy alleviation activation | 350,000 tested, 0.064% active | alpha7betagal myoblasts, beta-gal FDG fluorescence, 48 h | Potency, µM (series often up to 38.3 µM), for the others: at the top dose activation, actives largely listed as activators;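 further: potency means the concentration at half of the fitted maximal effect; 100% = response of the positive control SU9516; nearly all actives have a fitted effect of over 60% in size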
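Alpha7betagal+/- myoblasts (passage 13) were plated 16-24 hr, then exposed to compounds (1:260 dilution of DMSO stock) for 48 hours at 37C. After MPER lysis, β-galactosidase reporter activity was read as FDG fluorescence (ex 480/em 540) after 30 minutes.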
A-T KAP1 phos: potential ataxia-telangiectasia treatment | 320,000 tested, 0.19% active | […] A-T fibroblasts, KAP-1 phosphorylation AlphaLISA; neocarzinostatin DNA damage 30 min before lysis | Potency, µM (top dose mostly 57.5 µM), inactives show at the highest dose activation, actives largely listed as activators; further: potency means the concentration at half of the fitted maximal effect; % of control where 0% means no effect; nearly all actives have a fitted effect of over 45% in size
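ATM-like activity read as KAP-1 phosphorylation via AlphaLISA donor/acceptor antibody pairs after lysis and 6 hr at 25C. Cells were ATM-null patient fibroblasts ([…], hTERT), dosed 60 min, then exposed to the DSB inducer NCS for 30 min.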
CXXC DNA block: inhibitors of human MLL CXXC domain-DNA interaction; MLL-CXXC / FITC-HOXA9 DNA fluorescence polarization; Q03164; 290,000 tested, 0.037% active; Potency, µM (highest dose often 115 µM), for the others: at the highest dose activity change, negative = inhibition, most hits filed as inhibitors; active means well fitted inhibition curve with a large enough effect in the polarisation, with a control signal flat, not every such curve was filed as active; inconclusive means small, poorly fitted or top-dose-only effect, or effect the other way, or a change in a side signal; inactive means no such curve, though single readings can be large or run the other way; the % refers to the polarisation; further: potency means the concentration at half of the fitted maximal effect
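Fluorescence polarization: 7 uM MLL-CXXC (stock) preincubated 5 min with compounds, then 50 nM fluorescein-HOX-A9 DNA (stock) added; 30 min ambient. Buffer 50 mM Tris-HCl pH 7.5, 50 mM NaCl, 1 mM DTT, 0.05% BSA.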
BRCA1 expr act: activators of BRCA1 expression; 380,000 tested, 1.1% active; MCF7-BRCA1-FFLuc reporter, luminescence, 48 h; response scale: scaled: vehicle 0%, 10 µM genistein 100%; Potency, µM (top dose mostly 46.1 µM), for the others: top-dose activation, usual class: activators; further: potency means the concentration at half of the fitted maximal effect; nearly all actives have a fitted effect of over 80% in size; some results filed as inactive show a strong effect at the top dose
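MCF7-BRCA1-FFLuc, 2000 cells/well; 2 h attach, 37 °C/5% CO2; compound 48 h; luciferase substrate 15 min; luminescence end-point. Norm. to genistein 10 microM max activation and DMSO; concentration-response curves fitted.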
B2AR arrestin: beta2AR (human) beta-arrestin recruitment activity | P07550 | beta-arrestin recruitment to beta2AR, cell-based reporter | Potency, µM (series often up to 46.1 µM), inactives show at the top dose activation, usual class: activators | 330,000 tested, 0.02% active;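 further: potency means the concentration at half of the fitted maximal effect; 0% = DMSO controls and full agonism = EC100 isoproterenol or metaproterenol; nearly all actives have a fitted effect of over 65% in size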
Target sequence (P07550 whole entry, looked up): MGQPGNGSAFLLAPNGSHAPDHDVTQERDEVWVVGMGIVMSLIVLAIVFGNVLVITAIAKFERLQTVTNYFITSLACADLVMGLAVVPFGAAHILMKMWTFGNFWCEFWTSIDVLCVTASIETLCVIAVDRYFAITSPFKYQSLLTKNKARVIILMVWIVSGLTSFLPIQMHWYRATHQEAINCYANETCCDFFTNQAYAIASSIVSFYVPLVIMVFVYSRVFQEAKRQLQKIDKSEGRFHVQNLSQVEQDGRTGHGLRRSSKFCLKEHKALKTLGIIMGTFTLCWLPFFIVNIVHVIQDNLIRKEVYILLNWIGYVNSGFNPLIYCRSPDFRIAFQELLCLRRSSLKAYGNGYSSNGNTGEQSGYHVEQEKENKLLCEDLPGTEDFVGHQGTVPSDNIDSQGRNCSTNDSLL
TSG101-PTAP inh: blocks PTAP/TSG101 interaction to inhibit HIV-1 budding; Fluorescence polarization, FITC-PTAP peptide / Tsg101 binding; Potency, µM (doses to about 115 µM), inactives show at the top dose activity change, negative = inhibition, usual class: inhibitors; 340,000 tested, under 10 active; active means well fitted inhibition curve with a large enough effect in the main read-out, with a control signal flat, not every such curve was filed as active; inconclusive means small, poorly fitted or top-dose-only effect, or effect the other way, or a change in a side signal; inactive means no such curve, though single readings can be large or run the other way; further: potency means the concentration at half of the fitted maximal effect; % of control where 0% means no effect
Target sequence (Q99816 whole entry, looked up): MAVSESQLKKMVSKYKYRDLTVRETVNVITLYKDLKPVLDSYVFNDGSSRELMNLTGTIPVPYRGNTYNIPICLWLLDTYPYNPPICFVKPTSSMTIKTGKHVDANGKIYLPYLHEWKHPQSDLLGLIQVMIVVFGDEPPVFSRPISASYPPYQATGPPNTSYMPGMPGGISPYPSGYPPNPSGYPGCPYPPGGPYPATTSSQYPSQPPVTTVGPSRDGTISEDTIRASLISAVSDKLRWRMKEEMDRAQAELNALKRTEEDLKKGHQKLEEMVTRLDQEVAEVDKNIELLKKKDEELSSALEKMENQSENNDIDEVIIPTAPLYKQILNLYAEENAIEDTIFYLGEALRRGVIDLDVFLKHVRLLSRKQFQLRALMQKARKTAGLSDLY
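Steps: Tsg101 binding domain dispensed (10 uM final), compounds pinned in DMSO, FITC-labeled PTAP-motif peptide added (50 nM final); after 20 min binding at room temperature, polarization measured.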
TCR act: activators of T cell receptors; primary human leukocytes, anti-CD3, IL-2 HTRF, 48 h; Potency, µM (highest dose often 9.22 µM), inactives show at the top dose activation of IL-2 secretion, hits mostly activators; 330,000 tested, under 10 active; AID 504894; further: % of control where 0% means no effect
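TCR engagement came from a-CD3 beads alone, with compounds added to primary human leukocytes for 48 hr. Secreted IL-2 bridged europium cryptate- and d2-labelled anti-IL-2 antibodies, giving FRET emission at 665nm after 320nm excitation.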
p53 reactivator: re-activators of mutant p53; H1299 p53-A138V BP100-luciferase reporter, luminescence, 24 h; Potency, µM (top dose mostly 92.2 µM), for inactives: at the highest dose activity change, positive = activation, hits mostly activators; 320,000 tested, 0.063% active; AID 504706; further: potency means the concentration at half of the fitted maximal effect; % of control where 0% means no effect; nearly all actives have a fitted effect of over 45% in size
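p53-null H1299 cells stably carrying temperature-sensitive p53-A138V and a BP100-luciferase reporter were pinned with compounds (4-point, 1:5 series) and held 24 hrs at 37 deg C. Luminescence was read 10 min after detection reagent.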
ELG1 DNA repair: inhibitors of ELG1-dependent DNA repair in HEK293T cells. HEK293T ELG1-luciferase reporter, luminescence, 16 h; DNA damage induced by 5-fluorouridine. AID 504467. Potency, µM (series often up to 46.1 µM), without a hit: at the top dose activity change, negative = inhibition, usual class: inhibitors. 330,000 tested, 2.3% active; further: potency means the concentration at half of the fitted maximal effect; on the % scale 0 is the no-effect control and ±100 the full control effect; nearly all actives have a fitted effect of over 55% in size
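HEK293T cells expressing luciferase-tagged ELG1 (2,000/well) received 5-Fluorouridine plus compound or DMSO for 16 hr at 37 °C. Luciferase was read by ONE-Glo luminescence after 30 min at room temperature.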
TRPV1 ag: activates the human vanilloid receptor TRPV1; Q8NER1; TRPV1-expressing cells, Fluo-8 calcium influx, agonist mode; activation, % at 8.33 µM; 320,000 tested, 0.19% active; AID 540275; in the data active means activation above about 80%; inconclusive means between about 30% and that limit; further: 0% is about no effect
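TRPV1-expressing cells were cultured overnight at 35.5C and loaded with Fluo-8 calcium dye for 40 to 90 min at room temperature. After a 10 s baseline, compound was added and calcium influx was read kinetically for 3 min (ex 480/em 520 nm).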
The depositor's hits bear a star; [ ] = dose if it differs, or a comment. Unless noted, the call rests on the fitted dose curve; in most records, active means well fitted curve in the direction sought with a large enough effect; inconclusive means small, poorly fitted or top-dose-only effect, or another doubt; inactive means no such curve, though single readings can be large; an effect the other way counts as inactive or inconclusive.

Results for O=C(CC12CC3CC(CC(Br)(C3)C1)C2)Nc1nncs1 ?
a7 integrin act: 28%; A-T KAP1 phos: -5%; CXXC DNA block: -4%; BRCA1 expr act: 5%; B2AR arrestin: -0.4%; TSG101-PTAP inh: -1%; TCR act: -1%; p53 reactivator: -2%; ELG1 DNA repair: 7%; TRPV1 ag: -3

How did CC(NC(=O)c1ccc(N(C)C)cc1)C(c1cccs1)N1CCN(C)CC1 (stereo not given) do in these assays?
a7 integrin act: -15%; A-T KAP1 phos: -13%; CXXC DNA block: 8%; BRCA1 expr act: inconclusive; B2AR arrestin: 0.0%; TSG101-PTAP inh: -7%; TCR act: 0%; p53 reactivator: 6%; ELG1 DNA repair: inconclusive; TRPV1 ag: -4

Results for COCCCN1C(=O)c2ccc(C(=O)OCC(=O)N3CCN(c4ccccc4)CC3)cc2C1=O ?
a7 integrin act: 17%; A-T KAP1 phos: 16%; BRCA1 expr act: 6%; B2AR arrestin: 0.2%; TSG101-PTAP inh: -8%; TCR act: 1%; p53 reactivator: -3%; ELG1 DNA repair: 5%; TRPV1 ag: 9

What do the screens show for `CCCn1c2c(c(O)c(C(=O)Nc3nc(C)cs3)c1=O)CCCC2`?
A-T KAP1 phos: -5%; CXXC DNA block: 7%; B2AR arrestin: -1.5%; p53 reactivator: -2%; ELG1 DNA repair: 1%; TRPV1 ag: -1

What do the screens show for `CN1CCN(c2ccc(C(=O)NC3CCCCC3)cc2[N+](=O)[O-])CC1`?
a7 integrin act: -12%; A-T KAP1 phos: -2%; CXXC DNA block: 16%; BRCA1 expr act: 34%; B2AR arrestin: -0.2%; TSG101-PTAP inh: 1%; TCR act: -7%; p53 reactivator: 16%; ELG1 DNA repair: inconclusive; TRPV1 ag: 7

What do the screens show for `Cc1c2ccccc2nc2ccccc12`?
a7 integrin act: -31%; BRCA1 expr act: 4%; TSG101-PTAP inh: 0%; TCR act: -22%

How did Cc1csc(NC(=O)CSC2=NS(=O)(=O)c3ccccc3N2)n1 do in these assays?
a7 integrin act: -16%; A-T KAP1 phos: 8%; BRCA1 expr act: -9%; B2AR arrestin: -0.1%; TSG101-PTAP inh: -4%; TCR act: -5%; p53 reactivator: 2%; ELG1 DNA repair: 2%; TRPV1 ag: 6

What do the screens show for `Cc1ccc(C(=O)CCC(=O)N2CCN(c3ccc(F)cc3)CC2)cc1`?
a7 integrin act: -2%; A-T KAP1 phos: 0%; BRCA1 expr act: -14%; B2AR arrestin: 0.0%; TSG101-PTAP inh: -4%; TCR act: 7%; p53 reactivator: 5%; ELG1 DNA repair: -5%; TRPV1 ag: inconclusive

How did O=C(CCc1ccccc1)c1ccc2c(c1)OCCCO2 do in these assays?
a7 integrin act: 0%; A-T KAP1 phos: 14%; CXXC DNA block: 9%; BRCA1 expr act: 3.5µM*; B2AR arrestin: -0.2%; TSG101-PTAP inh: -2%; TCR act: -4%; p53 reactivator: inconclusive; ELG1 DNA repair: inconclusive; TRPV1 ag: inconclusive

What do the screens show for `CN(C(=O)COC(=O)c1ccc([N+](=O)[O-])cc1N)c1ccccc1`?
a7 integrin act: -478%[inhibitor]; A-T KAP1 phos: -1%; CXXC DNA block: 17%; BRCA1 expr act: -6%; B2AR arrestin: -0.5%; TSG101-PTAP inh: inconclusive; TCR act: 1%; p53 reactivator: 7%; ELG1 DNA repair: -8%; TRPV1 ag: 4

How did COc1cc(C(=O)OC(C)CN2C(C)CCCC2C)cc(OC)c1OC (stereo not given) do in these assays?
a7 integrin act: -23%; A-T KAP1 phos: 11%; CXXC DNA block: 5%; BRCA1 expr act: -3%; B2AR arrestin: -0.4%; TSG101-PTAP inh: -2%; TCR act: 4%; p53 reactivator: -20%; ELG1 DNA repair: 10%; TRPV1 ag: 0

What do the screens show for `O=C(COc1ccc2ccc(=O)oc2c1)Nc1ccc(N2CCCCC2)cc1`?
a7 integrin act: 18%; A-T KAP1 phos: 3%; BRCA1 expr act: 1%; B2AR arrestin: -2.7%; TSG101-PTAP inh: -1%; p53 reactivator: 6%; ELG1 DNA repair: 3%; TRPV1 ag: -3

How did CC(=O)c1ccc(OC(=O)CCN2c3ccccc3Sc3ccccc32)cc1 do in these assays?
a7 integrin act: 16%; A-T KAP1 phos: 9%; CXXC DNA block: 9%; BRCA1 expr act: -3%; B2AR arrestin: 0.0%; TSG101-PTAP inh: 1%; TCR act: -4%[46.1 µM]; p53 reactivator: 0%; ELG1 DNA repair: -9%; TRPV1 ag: 18

What do the screens show for `CCCCN(C(=O)/C=C/c1ccc(OC)cc1)C1CCS(=O)(=O)C1` (stereo not given)?
a7 integrin act: -6%; A-T KAP1 phos: 1%; BRCA1 expr act: -6%; B2AR arrestin: 0.5%; TSG101-PTAP inh: -1%; TCR act: 2%; p53 reactivator: -4%; ELG1 DNA repair: 9%; TRPV1 ag: 2

What do the screens show for `CC(=O)NC1=NN(C(C)=O)C(C)(c2ccc(Br)cc2)S1` (stereo not given)?
a7 integrin act: -7%; A-T KAP1 phos: 1%; CXXC DNA block: 10%; BRCA1 expr act: -15%; B2AR arrestin: -0.1%; TSG101-PTAP inh: -6%; TCR act: 2%; p53 reactivator: 2%; ELG1 DNA repair: -6%; TRPV1 ag: 1

Results for Cc1ccc(C(=O)NS(=O)(=O)c2ccccc2)cc1 ?
a7 integrin act: 9%; A-T KAP1 phos: 0%; CXXC DNA block: 7%; BRCA1 expr act: 19%; B2AR arrestin: 0.1%; TSG101-PTAP inh: 0%; TCR act: 2%; p53 reactivator: -2%; ELG1 DNA repair: -5%; TRPV1 ag: 0

How did COc1ccccc1NC(=O)COc1cc(Br)c(CNCCCN2CCOCC2)cc1OC do in these assays?
a7 integrin act: -57%[inhibitor]; A-T KAP1 phos: 1%; CXXC DNA block: 0%; BRCA1 expr act: 1%; B2AR arrestin: 1.1%; TSG101-PTAP inh: 0%; TCR act: 2%; p53 reactivator: -3%; ELG1 DNA repair: -4%; TRPV1 ag: -3

What do the screens show for `c1ccc(-c2noc(-c3ccccc3-c3ccccc3)n2)cc1`?
a7 integrin act: -17%; A-T KAP1 phos: 30%; CXXC DNA block: -3%; BRCA1 expr act: -12%; B2AR arrestin: -0.2%; TSG101-PTAP inh: -1%; TCR act: 5%; p53 reactivator: 7%; ELG1 DNA repair: 17%; TRPV1 ag: 17

How did CCn1c(CNC(=O)c2cccs2)nnc1SCC(=O)Nc1ccc(Cl)cc1 do in these assays?
a7 integrin act: -14%; A-T KAP1 phos: 4%; CXXC DNA block: 6%; BRCA1 expr act: 9%; B2AR arrestin: -0.7%; TSG101-PTAP inh: -5%; TCR act: 0%[46.1 µM]; p53 reactivator: -7%; ELG1 DNA repair: inconclusive; TRPV1 ag: -2

What do the screens show for `Cc1[nH]c2ccccc2c1C(O)c1ccncc1` (stereo not given)?
a7 integrin act: -15%; A-T KAP1 phos: 2%; CXXC DNA block: -1%; BRCA1 expr act: -21%; B2AR arrestin: -0.1%; TSG101-PTAP inh: -1%; TCR act: -70%; p53 reactivator: 11%; ELG1 DNA repair: -3%; TRPV1 ag: 0

What do the screens show for `O=C(COc1cccc2cccnc12)N/N=C1\SCC(=O)N1Cc1ccco1`?
a7 integrin act: -1%; A-T KAP1 phos: 4%; CXXC DNA block: -2%; BRCA1 expr act: -5%; B2AR arrestin: -0.1%; TSG101-PTAP inh: 2%; TCR act: -7%[46.1 µM]; p53 reactivator: -3%; ELG1 DNA repair: -15%; TRPV1 ag: -1

How did CC(C)(C)NC(=O)CN(C(=O)c1snc(C(=O)NC2CCCCC2)c1N)c1ccccc1F do in these assays?
a7 integrin act: 1%; A-T KAP1 phos: 2%; CXXC DNA block: 31%; BRCA1 expr act: -46%; B2AR arrestin: 0.3%; TSG101-PTAP inh: -5%; TCR act: -1%; p53 reactivator: -1%; ELG1 DNA repair: -25%; TRPV1 ag: 12

What do the screens show for `O=C(O)C1CC=CCC1C(=O)NCCc1csc(-c2ccccc2)n1` (stereo not given)?
a7 integrin act: 18%; A-T KAP1 phos: 24%; CXXC DNA block: -5%; BRCA1 expr act: 75%; B2AR arrestin: -0.2%; TSG101-PTAP inh: -7%; TCR act: 10%; p53 reactivator: 13%; ELG1 DNA repair: 28%; TRPV1 ag: -6

How did COCCNC(=O)c1cc2cc3ccc(OC)cc3nc2o1 do in these assays?
a7 integrin act: -21%; A-T KAP1 phos: -9%; CXXC DNA block: 4%; BRCA1 expr act: inconclusive; B2AR arrestin: 0.4%; TSG101-PTAP inh: -3%; TCR act: 1%; p53 reactivator: 6%; ELG1 DNA repair: inconclusive; TRPV1 ag: 3

What do the screens show for `Cc1cc(C)cc(C(=O)NC(CC(N)=O)c2ccc(NC3CCCC3)c([N+](=O)[O-])c2)c1` (stereo not given)?
a7 integrin act: 24%; A-T KAP1 phos: 2%; CXXC DNA block: -12%; BRCA1 expr act: 2%; B2AR arrestin: 0.5%; TSG101-PTAP inh: 2%; TCR act: 3%; ELG1 DNA repair: inconclusive; TRPV1 ag: 2
